Screening data deposited in PubChem BioAssay by National Center for Advancing Translational Sciences (NCATS).
TSHR antagonist – Antagonists of the Thyroid Stimulating Hormone Receptor: HTS campaign; 330,000 tested, 0.2% active; activity change, negative = inhibition, % at 11.5 µM; AID 504810, 2011; TSHR-expressing cells, TSH-stimulated cAMP HTRF, 2 h; hits give low values;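 active = activity change below a set negative limit, meaning inhibition stronger than a set level, cut at about -70% in these data; inconclusive = activity change between two set negative limits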; note: % is set by controls: 0 for no effect and ±100 for the full control effect
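Cell-based HTRF cAMP assay; TSHR cells + compound, TSH EC80 (4nM final), 2 h, 37 deg C. Lysis with anti-cAMP cryptate and cAMP-d2, 30 min RT, read 665/620 nm.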
hERG WT inh – qHTS for Inhibitors of KCHN2 3.1: Wildtype qHTS | Voltage-gated inwardly rectifying potassium channel KCNH2 (Homo sapiens), Q12809 | U2OS, BacMam KCNH2, thallium flux FluxOr; hits give low values | activity change, % at 1.84 µM | 340,000 tested, 0.37% active | AID 720551, 2013;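 active = maximum activity change below -70%; inconclusive = maximum activity change between -70% and -50%; inactive = maximum activity change above -50%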; note: % is set by controls: 0 for no effect and ±100 for the full control effect
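U2OS cells transduced with wild-type KCNH2 virus are loaded with FluxOr dye for 45 min, and thallium flux is measured in kinetic reads before and after stimulation buffer. Rate constants are normalized to DMSO controls.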
Chronic BCR inh – qHTS Assay to Find Inhibitors of Chronic Active B-Cell Receptor Signaling | Potency, µM (series often up to 46.1 µM), without a hit: at the top dose ratio change, negative = lower green/red ratio, hits mostly inhibitors | ABC-DLBCL IkBa-CBG/CBR reporter, luminescence ratio, 4 h | 340,000 tested, 0.05% active; active = well fitted inhibition curve with a large enough effect in the signal ratio, with a control signal flat, not every such curve was filed as active; inconclusive = small, poorly fitted or top-dose-only effect, or effect the other way, or a change in a side signal; the % refers to the signal ratio;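 note: potency is the fitted concentration of half-maximal effect; plate controls were basal doxycycline-induced cells for no effect and cells given 10 µM MG132 for full effect; MG132 reads +100%, hits lower the ratio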
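Doxycycline induced both beetle luciferases in TMD8 lymphoma cells; IKK-driven degradation limits the IkappaBalpha-fused green signal, while red luminescence normalises for cell number and nonspecific effects. Compounds tested up to 46 uM, 4 hrs.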
TCR act – Activators of T cell receptors: qHTS campaign; Potency, µM (highest dose often 9.22 µM), for the others: at the highest dose activation of IL-2 secretion, actives largely listed as activators; primary human leukocytes, anti-CD3, IL-2 HTRF, 48 h; 330,000 tested, under 10 active; note: % of control where 0% means no effect
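IL-2 release read by HTRF sandwich (Eu cryptate donor, d2 acceptor, 665 nm emission) after 48 hr exposure of primary human leukocytes to compound together with anti-CD3 beads in the absence of co-stimulatory signals.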
AT treatment – qHTS Assay for Identifying a Potential Treatment of Ataxia-Telangiectasia | […] A-T fibroblasts, KAP-1 phosphorylation AlphaLISA; neocarzinostatin DNA damage 30 min before lysis | Potency, µM (top dose mostly 57.5 µM), for inactives: top-dose activation, usual class: activators | 320,000 tested, 0.19% active | AID 485349, 2010; note: potency is the fitted concentration of half-maximal effect; % of control where 0% means no effect; nearly all actives have a fitted effect of over 45% in size
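hTERT-immortalized A-T patient fibroblasts ([…]), 500 cells/well in OPTI-MEM, 1% FBS, got compounds for 60 min, then NCS for 30 min at 37C. Lysates were then assayed for phospho-KAP-1 by AlphaLISA (anti-pKAP1 donor, anti-KAP1 acceptor beads), 6 hr at 25C.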
MLL CXXC-DNA inh – qHTS Fluorescence Polarization Assay for Inhibitors of MLL CXXC domain - DNA interaction. Histone-lysine N-methyltransferase 2A (Homo sapiens), Q03164. MLL-CXXC / FITC-HOXA9 DNA fluorescence polarization. Potency, µM (doses to about 115 µM), inactives show top-dose activity change, negative = inhibition, usual class: inhibitors. 290,000 tested, 0.037% active; active = well fitted inhibition curve with a large enough effect in the polarisation, with a control signal flat, not every such curve was filed as active; inconclusive = small, poorly fitted or top-dose-only effect, or effect the other way, or a change in a side signal; inactive = no such curve, though single readings can be large or run the other way; the % refers to the polarisation; note: potency is the fitted concentration of half-maximal effect
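Steps: dispense CXXC domain solution (7 uM) → pin compounds or unlabeled HOX-A9 DNA control → 5 min ambient → add FLSN-HOX-A9 solution (50 nM) → spin → 30 min ambient → fluorescence polarization. Tris pH 7.5/NaCl/DTT/BSA buffer.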
Tb PFK inh – qHTS Assay to Find Inhibitors of T. brucei phosphofructokinase; T. brucei PFK, ADP-Glo luminescence; 330,000 tested, 0.17% active; Potency, µM (titrated, usually from 57.5 µM), inactives show at the top dose activity, negative = inhibition, most hits filed as inhibitors;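 note: potency is the fitted concentration of half-maximal effect; 0% = uninhibited 1x PFK enzyme wells and -100% = no-enzyme wells; nearly all actives have a fitted effect of over 60% in size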
Target sequence (O15648 whole entry, looked up): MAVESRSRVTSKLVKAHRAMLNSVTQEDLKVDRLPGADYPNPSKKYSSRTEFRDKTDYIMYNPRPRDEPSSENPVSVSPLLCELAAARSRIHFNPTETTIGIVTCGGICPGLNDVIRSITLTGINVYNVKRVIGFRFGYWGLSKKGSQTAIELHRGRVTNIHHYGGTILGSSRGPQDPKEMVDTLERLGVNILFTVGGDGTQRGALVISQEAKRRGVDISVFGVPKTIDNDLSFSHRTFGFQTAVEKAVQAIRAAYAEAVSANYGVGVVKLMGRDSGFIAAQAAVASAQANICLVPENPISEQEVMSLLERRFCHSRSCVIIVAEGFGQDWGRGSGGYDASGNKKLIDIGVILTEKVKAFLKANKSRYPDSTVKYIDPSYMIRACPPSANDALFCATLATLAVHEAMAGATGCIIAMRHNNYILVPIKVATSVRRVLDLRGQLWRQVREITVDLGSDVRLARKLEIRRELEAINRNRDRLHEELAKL
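ADP-Glo luminescence quantified ADP after 45 min at room temperature, with 1.25 nM T. brucei PFK, 0.1 mM ATP and 0.5 mM fructose-6-phosphate in pH 8.0 TEA buffer. qHTS titrations up to 57 µM; curves classified by quality.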
GALK inhibitor – qHTS Assay for Inhibitors of Human Galactokinase (GALK); P51570; Potency, µM (highest dose often 57.5 µM), for the others: at the highest dose activity change, negative = inhibition, most hits filed as inhibitors; 270,000 tested, 0.007% active; Purified GALK, Kinase-Glo residual ATP luminescence; note: potency is the fitted concentration of half-maximal effect; % is set by controls: 0 for no effect and ±100 for the full control effect
Target sequence (P51570 whole entry, looked up): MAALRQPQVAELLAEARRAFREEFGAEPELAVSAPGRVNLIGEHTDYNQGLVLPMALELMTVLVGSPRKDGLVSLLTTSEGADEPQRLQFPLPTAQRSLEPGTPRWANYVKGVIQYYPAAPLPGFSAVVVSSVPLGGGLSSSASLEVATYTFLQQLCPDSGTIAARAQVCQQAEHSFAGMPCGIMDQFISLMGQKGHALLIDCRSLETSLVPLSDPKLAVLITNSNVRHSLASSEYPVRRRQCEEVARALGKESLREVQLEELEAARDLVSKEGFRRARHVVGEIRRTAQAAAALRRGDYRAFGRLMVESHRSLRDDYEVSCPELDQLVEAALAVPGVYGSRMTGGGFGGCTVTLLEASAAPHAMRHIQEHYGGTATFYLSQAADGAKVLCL
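Human GALK (5 nM) with 35 uM ATP and 100 uM galactose in 20 mM HEPES pH 8.0, 5 mM MgCl2, 60 mM NaCl, 1 mM DTT, 0.01% BSA. After 1 h at room temperature, leftover ATP was read by Kinase-Glo Plus luminescence.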
FBPA coupling cs – qHTS Assay for Inhibitors of Fructose-1,6-bisphosphate Aldolase from Giardia Lamblia: Coupling assay counterscreen; coupling enzyme system counterscreen, AmpLite Red fluorescence; activity change, negative = inhibition, % at 58.2 µM, hits read low; 290,000 tested, 0.67% active; AID 2472, 2010; in the data active = activity change below about -30%; note: % is set by controls: 0 for no effect and ±100 for the full control effect
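Counterscreen lacking aldolase: glyceraldehyde-3-phosphate coupling-enzyme reagent preincubated 10 min at RT with compound (at 57.5 uM final), then substrate/coupling system with AmpLite Red added; fluorescence read at 525/598 nm after 20 min RT.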
Giardia killer – Small Molecules that selectively kill Giardia lamblia: qHTS | activity change, % at 7.66 µM, hits read low | Giardia lamblia trophozoite viability | 340,000 tested, 0.15% active; in the data active = activity change below about -80%; inconclusive = between about -30% and that limit;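 note: parasites exposed to compound for two days anaerobically before the ATP read; % is set by controls: 0 for no effect and ±100 for the full control effect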
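Luminescent ATP signal served as the viability read-out, measured 15-30 min after adding ATP detection reagent to trophozoites that had been incubated with compounds for 48 hrs at 37 deg C anaerobically at 100 cells/well.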
* hit, by the source's call; ? = inconclusive; nt = not tested or not shown; [ ] = dose if it differs, or a comment. Unless noted, calls come from the whole dose curve; as a rule, active = well fitted curve in the direction sought with a large enough effect; inconclusive = small, poorly fitted or top-dose-only effect, or another doubt; inactive = no such curve, though single readings can be large; an effect the other way counts as inactive or inconclusive. An unsorted share of the library (roughly 1.6% active in at least one column).

SMILES	TSHR antagonist	hERG WT inh	Chronic BCR inh	TCR act	AT treatment	MLL CXXC-DNA inh	Tb PFK inh	GALK inhibitor	FBPA coupling cs	Giardia killer
O=C(O)c1ccc(-n2c(/C=C/c3cccc([N+](=O)[O-])c3)nc3ccccc3c2=O)cc1	11	5	5%	1%	-1%	8%	-11%	2%	-2	1
C/C(CC(=O)Nc1ccc(OCc2ccccc2)cc1)=N\NC(=O)C(=O)Nc1ccc(C)c(Cl)c1	7	0	?	5%	3%	11%	7%	-1%	6	-16
CSc1nc(N)nc(SCC(=O)CC(=O)OC(C)C)c1C#N	2	-26	7%	0%	4%	2%	8%	-1%	-1	5
c1ccc2c(c1)CC(CN1CCNCC1)O2 (configuration not stated)	-15	5	3%	-1%	6%	8%	0%	1%	-3	5
Cn1c(=O)c2c(nc(N3CCOCC3)n2C)n(C)c1=O	-6	7	10%	3%	-2%	-3%	-2%	3%	2	7
CCCN1Cc2cccc(C(=O)Nc3ccc4c(c3)OCO4)c2C1=O	-8	8	21%	4%	-8%	1%	3%	2%	-1	9
COc1ccc(CNC(=O)CN2CCC(NC(=O)c3ccc(OC)cc3)CC2)cc1	-1	4	-29%	14%	5%	-3%	1%	14%	2	-3
O=C1NC(NS(=O)(=O)c2ccccc2)(C(F)(F)F)C(=O)N1CCc1ccccc1 (configuration not stated)	5	13	9%	-4%	-1%	12%	-1%	1%	-1	17
CCCc1cc(C(=O)NNC(=S)NCC2CCCO2)cs1 (configuration not stated)	-6	1	6%	-1%[46.1 µM]	19%	10%	-7%	2%	0	-9
CCN(Cc1ccccc1)C(=S)NC(=O)c1ccccc1Br	-5	9	-17%	3%	-5%	-3%	-1%	3%	6	28
NC(=O)CN1CCOCCOCCOCCOCCOCC1	5	3	-2%	nt	1%	5%	1%	-2%	3	12
CCOC(=O)CC1=NC(=O)CS1	3	12	6%	-5%	12%	1%	-5%	7%	-2	27
Cc1nc2c(C#N)c(-c3ccc(Cl)cc3)ccn2n1	2	1	?	-10%	0%	-1%	0%	7%	3	7
O=[N+]([O-])c1cccc2ccc(/C=C/c3cccc(Br)c3)nc12	-30	-42	?	-5%[46.1 µM]	18%	-2%	1%	-1%	-8	-28
COCCNC(=O)C(c1ccc(F)cc1)N(CCOC)C(=O)CCC(=O)Nc1ccccn1 (configuration not stated)	34	-2	5%	-2%	9%	4%	-27%	13%	-5	6
COc1ccc(Cc2noc(CN3CCC(c4ccncc4)CC3)n2)cc1OC	-6	-18	-4%	7%	0%	2%	-1%	1%	1	3
Cc1ccc(NC(=O)C2CC3CCC2C3)c(Br)c1 (configuration not stated)	-16	-11	?	3%	9%	0%	0%	0%	6	-10
COC(=O)N/N=C/c1ccccc1OCCOc1ccc(OC)cc1	23	-5	-26%	3%	?	-7%	0%	-2%	-1	6
CN1C(=O)C(O)(CC(=O)/C=C/c2ccco2)c2ccccc21 (configuration not stated)	2	12	?	0%	1%	-6%	4%	2%	2	-1
Cc1cc(NC(=O)CCC(=O)N(CC(=O)NC2CCCC2)c2ccc3c(c2)OCCO3)no1	8	-14	0%	-28%	-20%	6%	3%	0%	-2	1
COc1cccc(C2c3[nH]c4ccccc4c3C[C@H]3C(=O)N(CCCOC(C)C)CC(=O)N23)c1 (some centres not stated)	7	4	0%	3%	-3%	1%	-2%	1%	2	0
CN(C)C(=O)COC(=O)[C@H](Cc1ccccc1)NC(=O)c1ccco1	2	-4	-4%	-9%	0%	1%	1%	-1%	0	14
Cc1nc2nc(CCc3ccccc3)nn2c(C)c1Cl	-8	-4	?	0%	-8%	7%	4%	-2%	8	5
O=C(/C=C/c1ccccc1[N+](=O)[O-])c1ccc(F)cc1	-15	18	1%	-6%	6%	0%	2%	-6%	-2	5
CC1CCN(c2c(NCC3CCC(C(=O)NCCc4ccccc4)CC3)c(=O)c2=O)CC1 (configuration not stated)	0	-7	-1%	0%	-6%	9%	0%	nt	2	9
CCN(CC)C(=O)C1(P(=O)(c2ccccc2)c2ccccc2)CCC1	5	-5	4%	-3%	37%	-8%	-1%	2%	3	1
CCCCN1CC(=O)N2[C@H]3c4cc(Cl)ccc4OC[C@@H]3[C@H](c3ccccc3)[C@]2(C)C1=O	1	20	?	2%	-8%	nt	2%	nt	nt	3
Cn1c(N2CCN(C(=O)NCc3ccccc3)CC2)nc2ccccc21	11	6	3%	1%	-4%	12%	-6%	6%	5	-28
COc1ccc(CCNC(=O)c2nnc(Cc3c(F)cccc3Cl)o2)cc1OC	-12	-4	-7%	9%	2%	8%	2%	-1%	-1	14
Cc1noc(C)c1S(=O)(=O)N(CC(=O)NC1CCC(C)CC1)c1ccc(C(C)C)cc1 (configuration not stated)	13	0	8%	8%	3%	-3%	1%	-8%	nt	-10
O=C(c1ccc(Cl)cc1)C1CCN(C(=O)c2ccccc2)CC1	-15	-2	-2%	-3%	4%	-12%	-2%	4%	0	-2
COc1ccccc1-n1c(SCC(=O)Nc2cccc3ccccc23)nc(O)cc1=O	-28	-2	4%	0%	0%	10%	1%	-1%	1	4
Cc1nn(Cc2ccccc2Cl)c(C)c1C(=O)Nc1nnc(C2CC2)s1	8	11	?	7%	-1%	5%	0%[0.46 µM]	-2%	1	20
CC(=O)c1cc(-c2ccc(F)cc2)n(CCC(=O)Nc2cccc(C)n2)c1C	-10	10	?	3%	1%	0%	5%	-2%	0	-15
CCCc1cc(-c2[nH]ncc2-c2ccc(C(=O)OCC)o2)c(O)cc1O	-20	11	?	6%	0%	-3%	2%	6%	-1	3
COc1ccc(NC(=O)CSc2nc3ccccc3nc2N2CCCC2)cc1	2	-4	-1%	-1%	-8%	nt	1%	nt	2	10
CCOC(=O)C1CCN(S(=O)(=O)CCNC(=O)c2ccc3c(c2)OCO3)CC1	-3	-11	-6%	6%	-3%	nt	-1%	nt	nt	-12
OCCC1CN(Cc2cccn2-c2nccs2)CCN1Cc1ccccc1 (configuration not stated)	4	14	?	3%	31%	-2%	1%	-2%	0	5
Nc1nnnn1/N=C/c1ccc(O)cc1	-2	3	-3%	6%	-2%	13%	-8%	1%	1	3
CC1(C)CC(NC(=O)c2c(N)no[n+]2[O-])CC(C)(C)N1	10	-30	-9%	0%	-3%	?	-1%	4%	5	-5
COCCCNC(=O)c1cc(-c2cccnc2)nc2ccc(S(=O)(=O)N3CCCCCC3)cc12	9	0	1%	0%	0%	-8%	0%	4%	nt	1
Cc1cc(=O)[nH]c(SCC(=O)/C=C2\N(C)c3ccccc3C2(C)C)n1	-15	1	2%	-9%[46.1 µM]	5%	-2%	0%	-2%	9	-4
CCN(c1ccccc1)S(=O)(=O)c1ccc(OC)c(NC(=O)c2ccc(=O)[nH]c2)c1	-9	17	0%	2%	6%	nt	-2%	nt	nt	31[activator]
O=C(Nc1ccc(S(=O)(=O)Nc2ccc(F)cc2)cc1)c1ccc(CN2CCOCC2)cc1	-24	2	?	1%	0%	-8%	-13%	2%	-1	16
COc1ccc(C(=O)Nc2c(C)ccc3nsnc23)cc1[N+](=O)[O-]	1	0	?	2%[46.1 µM]	5%	13%	1%	3%	-1	-14
CCOCCCNCc1cc(Br)ccc1OCC	-2	4	5%	-3%	0%	10%	1%	7%	-1	4
Cc1cccc(NC(=O)CNC(=O)CN2CCN(C)CC2)c1C	6	-15	3%	2%	6%	nt	-4%	nt	nt	-2
Cc1cccc(NC(=O)C(NS(=O)(=O)c2ccc3c(c2)CCC(=O)N3)c2ccccc2)n1 (configuration not stated)	5	-6	3%	-5%	2%	-4%	-7%	-1%	-1	-7
Cc1ccc(-c2cc(Cc3ccccn3)c(=O)[nH]n2)cc1	15	-152*	11%	1%	15%	11%	1%	nt	8	11
